Assay outcomes from PubChem.
NPYLR7 agonist: mosquito NPYLR7 agonism. HEK293T NPYLR7/Galpha15, GCaMP6s calcium fluorescence. activation, % at 10 µM. 0.15% of 270,000 active. AID 1259423; in the data active = activation above about 40%;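 also: 0% = vehicle and 100% = reference agonist at the receptor; some compounds past the cut are filed as inactive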
hcGAS inh: inhibitors of human cGAS. 0.081% of 290,000 active. Q8N884. inhibition, % at 12.5 µM. AID 1259398. recombinant h-cGAS, ATP depletion, Kinase-Glo luminescence;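 also: 0% = vehicle reaction and 100% = reaction without DNA for no activity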
Target sequence (Q8N884 whole entry, looked up): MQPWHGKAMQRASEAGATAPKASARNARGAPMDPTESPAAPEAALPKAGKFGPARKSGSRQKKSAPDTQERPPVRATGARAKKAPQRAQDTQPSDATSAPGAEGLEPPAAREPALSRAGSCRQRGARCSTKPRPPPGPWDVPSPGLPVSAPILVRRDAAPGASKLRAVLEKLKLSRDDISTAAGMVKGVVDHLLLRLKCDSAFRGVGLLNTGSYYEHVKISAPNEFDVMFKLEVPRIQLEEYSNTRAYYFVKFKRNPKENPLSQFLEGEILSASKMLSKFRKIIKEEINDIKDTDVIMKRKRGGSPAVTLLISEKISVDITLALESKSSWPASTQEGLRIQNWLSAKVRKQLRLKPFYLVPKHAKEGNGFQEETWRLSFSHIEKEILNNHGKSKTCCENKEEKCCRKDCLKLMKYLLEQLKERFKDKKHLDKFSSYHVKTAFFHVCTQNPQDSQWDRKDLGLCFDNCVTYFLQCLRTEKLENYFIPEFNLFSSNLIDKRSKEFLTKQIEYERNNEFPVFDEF
mcGAS inh: inhibitors of mouse cGAS | 0.15% of 160,000 active | Q8C6L5 | inhibition, % at 12.5 µM | recombinant cGAS, Kinase-Glo ATP depletion luminescence;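 also: 0% = negative control wells and 100% = reference inhibitor with no enzyme activity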
An asterisk follows results filed as active; . = no result given; & = joins results of further samples. Rule as the data show it, unless noted: active = inhibition above about 40%; inactive = the rest.

Each structure is followed by: NPYLR7 agonist | hcGAS inh | mcGAS inh
COC(=O)c1cc(-c2ccc(C)cc2)on1
  -4 | -8 | .
O=C(O)c1ccc(CSc2nnc(-c3cccs3)n2-c2cccc(Cl)c2)cc1
  0 | -2 | -6
O=C1OC(c2ccccc2)C(O)(O)C1(O)O (centres undefined)
  -6 | -6 | .
CCN(CC1CCOC1)C(=O)CCc1c(C)nc2c(C#N)cnn2c1C (centres undefined)
  1 | -1 | .
COc1nc2ccccc2cc1-c1cc(C(N)=O)ccn1
  25 | 0 | -10
COC(=O)CCNC(=O)Cn1cnc2ccc([N+](=O)[O-])cc2c1=O
  -2 | -6 | 2
COCc1cccc(-c2ccc3c(c2)COCC(=O)N3CCN2CCOCC2)c1
  8 | -6 | .
CC(C)(C)c1cc2nc(-c3ccccc3)cc(C(=O)NC3CC3)n2n1
  20&4 | -5&1 | -7&2
O=C(C1CCN(c2nc(Cc3ccc(F)cc3)ns2)CC1)N1CCN(Cc2ccc3c(c2)OCO3)CC1
  2 | -3 | -3
O=c1[nH]c(-c2ccc(C(F)(F)F)cc2)nc2c1CCCC2
  -4 | -4 | .
Cc1ccc(NC(=O)C2(C)CCN2C(=O)C/C=C/c2ccccc2)cc1 (centres undefined)
  -7 | 4 | 0
CCOC(=O)C1=C(C)NC2=C(C(=O)CCC2)C1c1ccc(C)s1 (centres undefined)
  5 | -13 | .
CCOc1ccc(C(C2Sc3nc(C)nn3C2=O)N2CC(C)CC(C)C2)cc1 (centres undefined)
  0 | -8 | -8
O=C(c1ccc(CSCc2ccc(Cl)cc2)cc1)N1C2CCC1CC(Oc1ccc3c(c1)OCO3)C2 (centres undefined)
  4 | -13 | -8
Cc1cccc(CN2CCN(C/C=C/c3ccc(F)cc3)CC2CCO)n1 (centres undefined)
  . | -4 | -10
COc1cc(OC)cc(-c2nc3ccccc3c(=O)n2CCc2ccc(F)cc2)c1
  1 | -7 | -11
CCCCN(C(C)=O)c1c(CC)nc2ccc(C(=O)NCCc3c[nH]c4ccccc34)cn12
  6 | -5 | -5
CC(C)Cc1cc(CN2CCCC(C(=O)c3ccc4c(c3)OCO4)C2)[nH]n1 (centres undefined)
  9 | 1 | -7
CC(C#N)c1cccc(C(=O)N2CCOC(Cc3ccccc3)C2)c1 (centres undefined)
  28 | -7 | .
COc1ccc(-c2nc(CSc3nc(SC)ns3)cs2)cc1OC
  26 | -5 | -5
CCCCCc1ccc(C(=O)Nc2ccc(N3CCCC3)c(C(=O)N(CC)CC)c2)cc1
  1 | -6 | -9
Cc1cc(C)cc(Oc2cc(C)nc(SCc3cccc(F)c3)n2)c1
  -5 | 0 | -4
CC(C)CN=C1NC(=O)C(CC(=O)NC2CC2)S1 (centres undefined)
  1 | -8 | .
CCCOc1cc(C)ccc1S(=O)(=O)N1CCN(c2ccccc2)CC1
  5 | 2 | -7
CC(C)NC(=O)C1CCC(=O)N1C1CCCC1 (centres undefined)
  6 | -2 | .
CCC(=O)N1CCC[C@@H]1C(=O)NCCCNC(=O)c1ccc(F)cc1
  23 | -9 | -10
Cc1nccn1CC1CCCN(CCCc2ccccc2)C1 (centres undefined)
  2 | -5 | -12
CN(C)[C@@H]1CN(C(=O)C2CC=CC2)C[C@H]1CO
  . | 2 | -1
Clc1cccc(N=C2CCCc3ccccc32)c1
  -3 | -16 | .
Cc1cccc(C(=O)NCC(CCC(=O)O)C(F)(F)F)c1 (centres undefined)
  0 | -6 | -12
CCOc1ccc(-n2nnnc2CN2CCN(S(=O)(=O)c3cccnc3)CC2)cc1
  1 | -3 | -6
CCn1nc(C2CCCC2)nc1C1CCN(C2CCS(=O)(=O)C2)CC1 (centres undefined)
  . | -16 | -6
CCN(CC)c1onc(-c2ccc(F)cc2)c1CN(Cc1ccco1)C(=O)C1CCCC1
  . | -3 | -9
Cc1[nH]n(-c2nc(-c3ccc(Br)cc3)cs2)c(=O)c1N=Nc1cccc(Cl)c1C
  -4 | 4 | 3
Oc1cc(-c2csc3ccccc23)cc2c1OCCN(CCn1cncn1)C2
  6 | -6 | -16
Cc1cc(CNC(=O)CN2C[C@@H](C)O[C@@H](C)C2)c2[nH]c(C)c(C)c2c1
  . | 3 | -7
COc1cc(CNC2CC2)c(-c2ccccc2)cc1OC
  7 | 2 | .
Cc1nn2c(=O)c(C(=O)O)cnc2s1
  4 | -2 | .
Cc1ccc(C2c3cccn3CCCN2Cc2cccc(C(F)(F)F)c2)cc1C (centres undefined)
  10 | -2 | -2
COc1cc(C2SCCN2C(=O)NC2CCCCC2)ccc1OCc1ccccc1 (centres undefined)
  -5 | -3 | -4
Cc1ccc(C(=O)N(CCN2CCOCC2)c2nc3c(F)cc(F)cc3s2)cc1
  7 | -3 | .
Cc1ccccc1-n1nc(C)c2c1NC(=O)CC2c1cc(C(C)C)no1 (centres undefined)
  -3 | -2 | -17
O=C(CCN(Cc1ccco1)c1nc(Cc2ccc(F)cc2)ns1)NCCC(c1ccccc1)c1ccccc1
  . | -3 | -6
COCc1c(Br)c(C)nc(OCC(=O)N/N=C\c2ccc(-c3ccc(Cl)cc3Cl)o2)c1C#N
  5 | -5 | -6
O=C(c1cccnc1Cl)N1CCN(c2nc3nccc(-c4ccc(C5CCCCC5)cc4)n3n2)CC1
  4 | -8 | -6
O=C(CNS(=O)(=O)c1ccccc1)NNC(=O)c1n[nH]c2ccccc12
  9 | -8 | .
COc1ccc(C(=S)N2CCOCC2)cc1
  -2 | 3 | .
CC(C)(C)OC(=O)N1CCC(C(=O)NCCCOc2cccc([N+](=O)[O-])c2)CC1
  -8 | -9 | -2
COc1cc(C=NOCc2cccc3ccccc23)ccc1OC(F)F
  5 | -6 | .
O=C(c1ccc2cccc(F)c2n1)N1CCCC(O)(CO)CC1 (centres undefined)
  3 | -9 | -12
Nc1ccc(Cl)cc1-c1nc2cc(Cl)ccc2o1
  3 | -1 | -4
Cc1cc(C(=O)N2CCOc3c(O)cc(-c4ccccc4C)cc3C2)n[nH]1
  2 | -4 | .
CCOC(=O)c1c(NC(N)=S)sc(C)c1C
  -3 | -7 | .
CCN(CC)C(=O)C1CCCN(Cc2nc(C(c3ccccc3)c3ccccc3)no2)C1 (centres undefined)
  14 | -7 | .
CCc1csc(NC(=O)N(CC)Cc2ccccn2)n1
  4 | -4 | -4
Cn1cc(C(CC(=O)N2CCN(c3ccc([N+](=O)[O-])cc3)CC2)c2cccc(F)c2)c2ccccc21 (centres undefined)
  2 | -4 | -4
COc1ccc2c(c1)OC[C@@H]1CN(CC(C)(C)O)C(=O)CCN(C(=O)c3ccno3)[C@H]21
  26 | -2 | -5
CCOC(=O)C1=C(O)/C(=C\c2cccc(C)c2O)SC1=Nc1ccccc1C
  12 | -6 | -5
Cn1c(=O)n(C)c2cc(CNC(=O)Cc3c[nH]c4ccccc34)ccc21
  7 | -4 | .
Cc1ccc(-c2nc(-c3ccc(NC(=O)c4ccco4)cc3)no2)cc1[N+](=O)[O-]
  -2 | -1 | .

Profiles, quoted from the list:
CCOC(=O)c1c(NC(N)=S)sc(C)c1C is listed as NPYLR7 agonist = -3; hcGAS inh = -7; mcGAS inh = .
Cc1ccc(-c2nc(-c3ccc(NC(=O)c4ccco4)cc3)no2)cc1[N+](=O)[O-] is listed as NPYLR7 agonist = -2; hcGAS inh = -1; mcGAS inh = .

Pulled by structure from the entries so far, seven records:
Each structure is followed by: NPYLR7 agonist | hcGAS inh | mcGAS inh
CC(C)Cc1cc(CN2CCCC(C(=O)c3ccc4c(c3)OCO4)C2)[nH]n1 (centres undefined)
  9 | 1 | -7
O=C(C1CCN(c2nc(Cc3ccc(F)cc3)ns2)CC1)N1CCN(Cc2ccc3c(c2)OCO3)CC1
  2 | -3 | -3
O=C(CCN(Cc1ccco1)c1nc(Cc2ccc(F)cc2)ns1)NCCC(c1ccccc1)c1ccccc1
  . | -3 | -6
O=C(CNS(=O)(=O)c1ccccc1)NNC(=O)c1n[nH]c2ccccc12
  9 | -8 | .
Clc1cccc(N=C2CCCc3ccccc32)c1
  -3 | -16 | .
Nc1ccc(Cl)cc1-c1nc2cc(Cl)ccc2o1
  3 | -1 | -4
Cc1cccc(CN2CCN(C/C=C/c3ccc(F)cc3)CC2CCO)n1 (centres undefined)
  . | -4 | -10

Later entries
Each structure is followed by: NPYLR7 agonist | hcGAS inh | mcGAS inh
CN(CC(=O)Nc1ccccc1Cl)C(=O)c1ccc2c(=O)n3c(nc2c1)CCC3
  -2 | -7 | .
Cc1ccc(-c2cc(C(=O)N3CCN(C/C=C/c4ccccc4)CC3)n(-c3ccc(F)cc3)n2)o1
  -5 | 0 | 0
COc1cc(C(=O)Nn2c(C)nnc2C)ccc1OC(F)F
  -1 | 4 | .
Cn1nnc2c(=O)n(CC(=O)N3CCN(c4ccccc4)CC3)cnc21
  5 | 5 | .
COCCNC(=O)C(NC(=O)c1ccc(F)cc1)C1CCN(S(=O)(=O)c2ccc(C)cc2)CC1 (centres undefined)
  6 | -3 | -5
CCOc1ccc(-n2ccnc(SCC(=O)c3ccc(C)cc3C)c2=O)cc1
  -10 | 0 | -4
Fc1ccccc1N1CCN(Cc2cc3n(n2)CCNC3)CC1
  6 | 3 | .
C=CCNC(=O)NC(C)c1ccccc1C (centres undefined)
  6 | -6 | -7
S=c1[nH]nc(-c2ccccc2Cl)o1
  -9&5 | 11&10 | 0
COc1ccc(C2=NOC(CN(Cc3cccc(Cl)c3)C(=O)c3cccc(F)c3)C2)cc1OC (centres undefined)
  24 | -10 | -10
Cc1nc2ccccn2c1CN(C)Cc1nc(-c2cccnc2)no1
  2 | -4 | -16
COCCOC(=O)C1=C(C)N(C)C(=S)NC1c1cccc(NC(=O)Nc2cccc(C(F)(F)F)c2)c1 (centres undefined)
  16 | -4 | -6
Cn1cc(/C=C/C(=O)N2CCc3[nH]nc(-c4ccccc4)c3C2)cn1
  -6 | -12 | .
Cc1cnc2n(c1=O)C(CC(=O)NC(C)c1ccccc1)CS2 (centres undefined)
  0 | 3 | .
COc1cc2c(cc1OC)C(c1ccccc1)N(C(=O)Nc1ccccc1C)CC2 (centres undefined)
  20 | -4 | -8
CC(C)CC(=O)Nc1ccnn1C1CCN(C(=O)C2Cc3ccccc3O2)CC1 (centres undefined)
  2 | -6 | .
CC(C)CN1N=C(c2ccccc2)Cn2c1nc1c2c(=O)n(C)c(=O)n1C
  5 | -2 | -5
Cc1ccc2oc(C(=O)N(C)Cc3cccc(-n4cccn4)c3)c(C)c2c1
  18 | -7 | .
C/C(=N/NC(=O)[C@@H]1C(=O)NC[C@H]1c1ccccc1)c1cccc(Br)c1
  37 | -4 | .
Cc1ccc2ncnc(OCC(=O)Nc3cc(C)no3)c2c1
  0 | 3 | .
CC1(NC(=O)CCCn2cccn2)CCc2ccccc2C1 (centres undefined)
  -4&11 | 7&-7 | .
CC(=O)Nc1ccc2c(c1)NC(=O)CC2c1ccnc2ccccc12 (centres undefined)
  1 | -4 | .
Nc1nc2c(c(C(=O)N3CCC4(CCCN(CC5CCC5)C4=O)C3)n1)CCCC2 (centres undefined)
  . | -13 | -6
COC(=O)N(CCNC1CCC(O)CC1)c1ccccc1 (centres undefined)
  5 | -6 | -16
COC(=O)N1CCCC(C(=O)OC(c2nccn2C)C(F)(F)F)C1 (centres undefined)
  7 | -7 | .
COCCN(CC(=O)Nc1cc(-c2ccccc2)nn1-c1ccc(C)cc1)C(=O)c1ccc(Cl)cc1Cl
  1 | -8 | -5
COc1cccc(OCc2ccccc2)c1C(=O)NCC1CCCCC1
  0 | -8 | -4
COC1(OC)N=C(N)C2(C#N)C(c3ccccc3)C12C#N (centres undefined)
  1 | 1 | .
Cc1cc(Br)c(S(=O)(=O)n2nnc3ccccc32)cc1C
  12 | -14 | .
COC(=O)c1c(NC(C)c2cccc(OC)c2)c2cccc(Cl)c2[nH]c1=O (centres undefined)
  -13 | -4 | 2
Cc1ccc(C=C2NC(=S)N(C3CCCCC3)C2=O)s1
  2 | -6 | -8
COCCCN(CC(=O)N(CCc1ccc(OC)c(OC)c1)Cc1sccc1C)C(=O)Nc1ccc(C#N)cc1
  7 | -2 | -4
O=C(CC1C=CS(=O)(=O)C1)NCc1ccccc1Cl (centres undefined)
  5 | -7 | .
O=C(Nc1ccccc1C(F)(F)F)c1cc2ccccc2oc1=O
  -1 | -5 | -6
CCn1cc(NC(=O)NC(CC)(CC)c2ccc(Cl)cc2)cn1
  4 | -4 | .
CC(C)(C)c1ccc(S(=O)(=O)NC(=O)C2(C)CCN2C(=O)CC2CCCCC2)cc1 (centres undefined)
  4 | -7 | .
CSc1cccc(NC(=O)CCC(=O)N2CCN(c3ccccn3)CC2)c1
  -9 | -4 | .
Cn1ccnc1CN1CCCC1C(=O)Nc1ccccc1Oc1cccnc1 (centres undefined)
  0 | 1 | .
COc1cc(/C=N\Nc2oc(C(C)C)nc2C#N)ccc1O
  -5 | -7 | -5
COCc1nc(C)nc(N2CCN(C(=O)c3ccccc3Cl)CC2)c1Cc1cc(C)ccc1C
  -1 | -1 | 2
COc1cccc(Cc2nsc(N3CCCN(C(=O)c4ccccc4Br)CC3)n2)c1
  -10 | -19 | -5
CCN1CCN(c2cc(C)nc3c(-c4ccc(Cl)cc4)c(C(F)(F)F)nn23)CC1
  0 | -4 | -7
COc1ccc(-n2nnc(C(=O)OCc3ccccc3Cl)c2C)cc1Cl
  -8 | 3 | 1
C=C(Cl)CN1CCC(NC(=O)c2ccoc2C)CC1
  3&8 | -3&-4 | -12
CCOC(=O)c1c(NC(=O)c2c(F)c(F)c(F)c(F)c2F)sc2c1CCC2
  4 | -4 | -5
Cc1ccc(CNC(=O)Cn2c(CO)c[nH]c2=S)cc1
  -3 | -2 | .
CCOc1ccc(-c2nc(-c3ccc(S(=O)(=O)N4CCOCC4)cc3)cs2)cc1OC
  4 | -2 | -4
Cc1ccc(-c2nnc(SCC(=O)Nc3nc(C)c(C)s3)o2)cc1
  10 | 0 | .
CCOc1cccc(-c2cc(C(=O)O)c3[nH]c(-c4ccccc4)nc3n2)c1O
  -1 | 3 | 7
O=C(CCN(CCCN1CCOCC1)c1nc(-c2ccccc2Cl)nc2ccccc12)Nc1ccc(F)cc1
  5 | 6 | -1
